FID counter: displaces DNA intercalator in HCV helicase counter-screen. DNA fluorescent intercalator displacement, fluorescence. inhibition, % at 7.9 µM. actives 0.17% (n = 290,000). AID 1845; in the data active = inhibition above about 37%;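 note: 0% = vehicle and 100% = reference compound; higher means more ethidium bromide displaced from hairpin DNA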
MEKK2mut PB1 HTS: signal of MEK5 binding to mutant human MEKK2 PB1 domain; bead flow cytometry, Alexa488-MEK5 binding to MEKK2 mutant; AID 1530; actives 0.35% (n = 290,000); percent response, % at 10 µM; in the data active = percent response above about 24%, passing the limit was not always enough; note: inactives centre near 1; some results filed as inactive read as strong as hits
MEKK2wt PB1 HTS: raises or lowers MEK5 binding to wildtype human MEKK2 PB1 domain; AID 1531; binding response (% of control), % at 10 µM; bead flow cytometry, Alexa488-MEK5 binding to MEKK2 WT; actives lie on both sides; Q9Y2U5; actives 1.1% (n = 290,000); in the data active = binding response below about 67% or above about 130%
HCV NS3 hel inh: inhibitors of Hepatitis C virus NS3 helicase | inhibition, % at 10.9 µM | AID 1800 | actives 0.56% (n = 290,000) | NS3 helicase DNA unwinding, Cy5 molecular beacon fluorescence;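 active = inhibition above the mean of all tested compounds plus 3 SD, set per campaign, cut at about 35% in these data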;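 note: 0% = DMSO wells and 100% = thioflavine S control wells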
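assay system = NS3 helicase fragment of HCV | buffer or medium = MOPS pH 6.5, MgCl2, DTT, Tween20, BSA | timing = 60 min unwinding reaction at 25 °C after ATP addition | signal = Cy5 beacon fluorescence read at start and 1 h | read-out basis = % inhibition of unwinding | control set = low DMSO, high thioflavine S at 110 µM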
CRFBP-R2 agonist: CRF-BP/CRF-R2 complex agonism. HEK293 CRF-R2/CRF-BP, calcium dye fluorescence (FLIPR); percent of saturating CRF peptide response. activation, % at 13.2 µM. actives 0.46% (n = 350,000). AID 588473;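 active = activation of at least 50%, plus an integration ratio under a set limit after plate pattern correction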;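 note: plate controls were neutral control wells without compound for no effect and CRF at EC100 for full effect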
MEKK3 PB1 HTS: MEKK3-MEK5 PB1 interaction, increase or decrease. bead-based flow cytometry, Alexa488-MEK5 binding to MEKK3; actives lie on both sides; 0 = blocked by unlabeled MEK5, 100 = vehicle. binding response (% of control), % at 10 µM. actives 1.4% (n = 290,000). AID 1529;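 active = binding response more than 3 SD above or below the average of its plate-row segment, actives on both sides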;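 note: Alexa488 bead fluorescence after subtracting the streptavidin-only scavenger bead signal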
Target sequence (Q99759 whole entry, looked up): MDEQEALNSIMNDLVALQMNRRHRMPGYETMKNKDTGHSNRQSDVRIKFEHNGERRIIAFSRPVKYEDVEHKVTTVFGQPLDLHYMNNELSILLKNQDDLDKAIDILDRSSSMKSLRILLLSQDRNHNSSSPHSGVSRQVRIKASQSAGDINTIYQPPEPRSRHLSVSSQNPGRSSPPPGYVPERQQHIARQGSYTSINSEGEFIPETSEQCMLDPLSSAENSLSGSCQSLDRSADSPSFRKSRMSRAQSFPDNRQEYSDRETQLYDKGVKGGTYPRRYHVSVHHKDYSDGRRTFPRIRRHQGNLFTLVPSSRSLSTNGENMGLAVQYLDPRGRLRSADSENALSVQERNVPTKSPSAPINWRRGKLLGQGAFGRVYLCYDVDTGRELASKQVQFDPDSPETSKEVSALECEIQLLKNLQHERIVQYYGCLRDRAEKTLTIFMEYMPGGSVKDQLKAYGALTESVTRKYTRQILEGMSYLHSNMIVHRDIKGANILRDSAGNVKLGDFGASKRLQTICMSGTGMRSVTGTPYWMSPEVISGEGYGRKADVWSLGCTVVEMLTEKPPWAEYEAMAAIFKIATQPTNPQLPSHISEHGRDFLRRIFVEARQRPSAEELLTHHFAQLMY
UBC9 SUMO inh: blocks human SUMOylation mediated by UBC9; P63279; HTRF SUMOylation assay, SAE1/SAE2 + UBC9, in vitro; inhibition, % at 35 µM; actives 0.36% (n = 290,000); AID 2006; in the data active = inhibition above about 50%, passing the limit was not always enough; note: strong numbers were not always called active
Target sequence (P63279 whole entry, looked up): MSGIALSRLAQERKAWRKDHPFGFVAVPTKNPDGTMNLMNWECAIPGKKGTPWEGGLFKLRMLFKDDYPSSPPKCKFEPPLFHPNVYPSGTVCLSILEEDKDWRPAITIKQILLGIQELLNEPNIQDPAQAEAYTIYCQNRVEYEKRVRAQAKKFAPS
CRFBP-R2 block: blocks CRF-induced signaling of the CRF-BP/CRF-R2 complex; HEK293 CRF-R2/CRF-BP, CRF-induced calcium fluorescence; inhibition, % at 11.8 µM; actives 0.59% (n = 350,000); AID 588475;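 active = inhibition of the ligand-induced calcium signal above about 50% at the single tested concentration, limit read from the data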
GalR3 antag: antagonists of human GalR3. AID 651719. HEK293 GalR3-CNG cAMP membrane potential fluorescence; galR3 body fused to GalR1 C-terminus. actives 0.44% (n = 360,000). O60755. inhibition, % at 3 µM;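 active = inhibition above the screen-wide average plus 3 SD, cut at about 13% in these data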;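 note: forskolin and galanin both at EC90 stimulate the cells; cAMP rise reported by CNG channel membrane potential dye signal; 0% = forskolin plus galanin with DMSO and 100% = forskolin alone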
Target sequence (O60755 1-299 limits assumed): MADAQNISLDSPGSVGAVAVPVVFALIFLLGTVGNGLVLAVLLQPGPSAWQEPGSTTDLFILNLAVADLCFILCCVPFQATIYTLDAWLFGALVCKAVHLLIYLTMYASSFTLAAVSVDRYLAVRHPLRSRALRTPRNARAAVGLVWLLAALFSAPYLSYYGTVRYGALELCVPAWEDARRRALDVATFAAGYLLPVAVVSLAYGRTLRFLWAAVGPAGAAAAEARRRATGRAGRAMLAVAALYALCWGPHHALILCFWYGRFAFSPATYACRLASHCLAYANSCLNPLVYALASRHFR
Numbers without * were called inactive; . = no result given. Only part of the results is shown; the hit share may differ from the screen's.

no.	canonical_smiles	FID counter	MEKK2mut PB1 HTS	MEKK2wt PB1 HTS	HCV NS3 hel inh	CRFBP-R2 agonist
1	COC(=O)c1ccc(Cn2cnc3cnccc32)cc1	1	2	111	5	1.0
2	CNC(=O)NC(=O)C(OC(=O)Cc1cccc(C(F)(F)F)c1)c1ccccc1 (stereo unspecified)	-27	1	102	-12	-1.7
3	CCC1CCCCN1C(=S)NC(=O)c1cccs1 (stereo unspecified)	-7	-4	91	1	-0.4
4	O=C(NN1C(=O)c2ccccc2NC1c1ccco1)c1ccc([N+](=O)[O-])cc1 (stereo unspecified)	9	-2	95	-9	-1.3
5	CC1(C)CC(=O)c2cc(N=C/C(C(=O)c3ccccc3)=C(\O)c3ccccc3)c(=O)oc2C1	-3	-2	92	4	-0.7
6	CN(C)S(=O)(=O)Nc1ccc(Oc2ccccc2)cc1	-6	-2	99	1	-2.0
7	CN(C)C(=O)CSc1nnc(CCNC(=O)OC(C)(C)C)o1	1	-3	97	-8	2.8
8	C1=Cc2ccccc2Nc2ccccc21	7	5	111	-4	-0.1
9	COc1ccc(C(C(=O)NCC2CCCO2)N(C(=O)Cn2nnc3ccccc32)c2ccc(NC(C)=O)cc2)cc1 (stereo unspecified)	-33	-7	92	-5	0.6
10	COc1ccc(S(=O)(=O)Nc2nnc(C)s2)cc1	5	3	110	-1	0.9
11	Cc1ccccc1-n1c(SCC(=O)N2CCN(c3ccccc3)CC2)nnc1-c1ccncc1	-35	1	103	-11	-2.0
12	O=C(c1ccc2c(c1)OCO2)N1CCN(c2ccc(Cl)cc2)CC1	-21	-2	100	-12	0.1

no.	MEKK3 PB1 HTS	UBC9 SUMO inh	CRFBP-R2 block	GalR3 antag
1	112	7	-3	-2
2	101	15	13	-11
3	99	7	34	3
4	81	0	7	-6
5	98	13	2	-7
6	99	-2	28	-3
7	99	-3	14	-3
8	105	10	6	7
9	99	-3	9	-8
10	105	11	6	-1
11	98	4	-2	-4
12	103	31	4	-7

Part of the list above in order of SMILES length, smallest number first:
no.	canonical_smiles	FID counter	MEKK2mut PB1 HTS	MEKK2wt PB1 HTS	HCV NS3 hel inh	CRFBP-R2 agonist
8	C1=Cc2ccccc2Nc2ccccc21	7	5	111	-4	-0.1
3	CCC1CCCCN1C(=S)NC(=O)c1cccs1 (stereo unspecified)	-7	-4	91	1	-0.4
1	COC(=O)c1ccc(Cn2cnc3cnccc32)cc1	1	2	111	5	1.0
10	COc1ccc(S(=O)(=O)Nc2nnc(C)s2)cc1	5	3	110	-1	0.9
2	CNC(=O)NC(=O)C(OC(=O)Cc1cccc(C(F)(F)F)c1)c1ccccc1 (stereo unspecified)	-27	1	102	-12	-1.7
11	Cc1ccccc1-n1c(SCC(=O)N2CCN(c3ccccc3)CC2)nnc1-c1ccncc1	-35	1	103	-11	-2.0
5	CC1(C)CC(=O)c2cc(N=C/C(C(=O)c3ccccc3)=C(\O)c3ccccc3)c(=O)oc2C1	-3	-2	92	4	-0.7

no.	MEKK3 PB1 HTS	UBC9 SUMO inh	CRFBP-R2 block	GalR3 antag
8	105	10	6	7
3	99	7	34	3
1	112	7	-3	-2
10	105	11	6	-1
2	101	15	13	-11
11	98	4	-2	-4
5	98	13	2	-7

(listing goes on)
no.	canonical_smiles	FID counter	MEKK2mut PB1 HTS	MEKK2wt PB1 HTS	HCV NS3 hel inh	CRFBP-R2 agonist
13	COc1cccc(/C=C/c2ccc3cccc(O)c3n2)c1OC	-26	5	102	20	0.8
14	CCCNC(=O)CCn1c(=S)oc2ccccc21	-3	-6	91	-1	-0.8
15	O=C(COc1ccc2ccccc2c1)NCC(=O)N/N=C/c1ccco1	-12	7	106	3	-3.9
16	COCCN(CC(=O)Nc1ccccc1)S(=O)(=O)c1ccc(S(=O)(=O)N2CCCC2)cc1	-7	-10	87	-9	-1.7
17	Cc1ccc(/C=N/NC(=O)c2nnn(-c3nonc3N)c2CN(C)c2ccccc2)s1	-25	1	102	-2	1.2
18	Cc1ccc(C(c2nnnn2C2CCCC2)N2CCN(c3nc4ccccc4s3)CC2)cc1 (stereo unspecified)	-1	-2	103	-5	0.1
19	Cc1ccnc(NC(=S)NC(=O)/C=C/c2ccccc2)c1	-4	3	100	-2	-1.4
20	CCOc1cccc(-c2c(C(=O)N/N=C(\C)c3ccncc3)nnn2-c2nonc2N)c1	-34	-9	96	3	0.0
21	Cc1cccc(-n2cc(-c3ccccc3)c3c(N4CCOCC4)ncnc32)c1	-7	-11	73	-5	0.8
22	CC1=C(C(=O)OCc2ccccc2)C(c2cccc(Cl)c2Cl)NC(=O)N1CCCCCC(=O)O (stereo unspecified)	-42	-8	99	-7	-0.8
23	COc1cccc(CC2(CO)CCCN(C(=O)c3cc[n+]([O-])cc3)C2)c1 (stereo unspecified)	-6	12	111	-9	-0.7
24	CC(C)CNC(=O)COc1cccc(C(=O)NCc2ccccc2)c1	-16	-1	104	5	-0.5

no.	MEKK3 PB1 HTS	UBC9 SUMO inh	CRFBP-R2 block	GalR3 antag
13	104	26	0	-9
14	86	-4	12	-7
15	104	-9	-30	-5
16	85	24	1	1
17	103	3	0	-5
18	104	.	29	4
19	103	-27	17	-2
20	93	7	-19	0
21	68	-2	-1	-1
22	99	16	4	-6
23	104	20	6	-5
24	103	-13	8	-7

The listing continues.
no.	canonical_smiles	FID counter	MEKK2mut PB1 HTS	MEKK2wt PB1 HTS	HCV NS3 hel inh	CRFBP-R2 agonist
25	COc1ccc(NC(=S)Nc2cc(-c3ccccc3)[nH]n2)cc1Cl	-2	5	119	-2	0.8
26	COc1ccccc1/C=N/NC(=O)C1=NNC(c2ccccc2)(c2ccccc2)C1	-3	-3	91	6	.
27	CCn1c(COc2ccc(C)cc2)nnc1SCC(=O)NCc1ccco1	-33	-4	100	19	-2.5
28	O=C(O)c1cc2nc3c(c(C(F)(F)F)n2n1)CCCC3	5	-13	88	4	-1.5
29	CCc1ccc(NC(=O)CC2C(=O)NCCN2C(=S)Nc2ccccc2)cc1 (stereo unspecified)	0	0	103	-1	-1.9
30	C=CCOc1ccc(CNc2nccs2)cc1OCC	-11	10	111	2	-3.6
31	CCOc1ccc(N(CC(=O)N2CCN(Cc3ccccc3)CC2)S(C)(=O)=O)cc1	-20	1	101	-3	-2.4
32	Cc1cccc(NC(=S)NCCO)c1C	-3	2	104	4	-2.0
33	O=C(Nn1cnnc1)c1ccc(F)cc1	-6	13	102	1	-2.0
34	N#Cc1ccc(OCC(=O)NC2=NCCS2)cc1	0	3	104	3	-0.3
35	COc1ccc(NS(=O)(=O)c2ccc3oc(SCc4ccc(F)cc4)nc3c2)cc1	-10	9	111	-11	0.9
36	CNC(=S)NCCc1ccc(OC)c(OC)c1	-1	.	.	0	-1.6

no.	MEKK3 PB1 HTS	UBC9 SUMO inh	CRFBP-R2 block	GalR3 antag
25	100	-20	-23	-6
26	95	1	.	.
27	101	1	3	-1
28	93	9	-8	-2
29	105	-9	-43	-5
30	110	13	20	-5
31	101	3	3	-9
32	102	-2	32	-5
33	108	5	1	-8
34	103	14	13	6
35	103	-15	-13	-3
36	.	24	28	-2

(more compounds)
no.	canonical_smiles	FID counter	MEKK2mut PB1 HTS	MEKK2wt PB1 HTS	HCV NS3 hel inh	CRFBP-R2 agonist
37	Cc1cccc(CN2CCC(C(=O)Nc3cccc(-c4cscn4)c3)CC2)n1	10	-1	104	3	-1.3
38	COc1cccc(C(=O)OCC(=O)c2ccc(Br)s2)c1	-10	7	106	7	2.1
39	COc1ccc(-c2cc(=O)oc3cc(OCC(=O)N4CCOCC4)ccc23)cc1	-29	-4	98	-3	-0.4
40	CCCCCN(C(=O)NC(=O)Nc1ccc(C)cc1)S(=O)(=O)c1ccccc1	-2	4	108	-9	0.1
41	O=C(COC(=O)Cc1c(Cl)cccc1Cl)NCCC1=CCCCC1	-28	17	105	-1	0.8
42	O=C(Nc1ccc(F)cc1)c1ccccc1CC[N+](=O)[O-]	-1	16	100	-1	0.8
43	Cc1ccc2nc(NC(=O)COC(=O)CSc3nc(C)cc(C)n3)sc2c1	-4	-13	83	1	-0.3
44	COC(=O)c1sccc1NC(=O)c1cc(OC)c(OC)c(OC)c1	-4	3	101	4	-0.6
45	CCOC(=O)C(CC)n1cnc2c(nnn2-c2ccccc2)c1=O (stereo unspecified)	-12	5	101	4	-1.8
46	Nc1cc(Cl)nc(N/N=C/c2ccc([N+](=O)[O-])cc2)n1	1	7	103	5	-3.8
47	CC(C)(C)c1ccc(CS(=O)(=O)CC2(O)CCN(C(=O)c3cccc(C(F)(F)F)c3)CC2)cc1	0	1	96	3	2.3
48	CC(C)n1c(SCC(=O)N2CCCCC2)nc2c1c(=O)n(C)c(=O)n2C	-27	-2	103	3	0.0

no.	MEKK3 PB1 HTS	UBC9 SUMO inh	CRFBP-R2 block	GalR3 antag
37	98	2	1	-9
38	104	-19	3	-1
39	100	18	-4	-7
40	97	-9	-25	-2
41	102	10	0	1
42	100	14	-20	1
43	79	27	-9	-6
44	101	6	6	-1
45	103	18	8	.
46	103	0	1	5
47	100	3	22	-2
48	104	17	2	-6

Other results:
no.	canonical_smiles	FID counter	MEKK2mut PB1 HTS	MEKK2wt PB1 HTS	HCV NS3 hel inh	CRFBP-R2 agonist
49	O=S1(=O)NC(=NCC(c2ccco2)N2CCCCC2)c2ccccc21 (stereo unspecified)	0	4	103	-7	0.1
50	COc1ccc2c(c1)-c1nc(/N=C/c3cccc(OC)c3O)sc1CC2	6	-1	104	5	2.0
51	O=[N+]([O-])c1ccc(C2NS(=O)(=O)N=C3CCCCCN32)cc1 (stereo unspecified)	-4	8	99	4	0.7
52	CC1=C(C(=O)OC2CCCCC2)C(c2ccco2)n2ncnc2N1 (stereo unspecified)	.	-1	97	.	-1.4
53	CCc1ccc2[nH]c3nc(SCC(=O)NCC4CCCO4)nnc3c2c1 (stereo unspecified)	-21	5	100	7	-1.8
54	O=C(NCc1ccco1)c1ccc(F)c(S(=O)(=O)N2CCCCC2)c1	-9	-1	97	13	-1.7
55	CCCCCCCNC1=CC(=O)CC(c2ccco2)C1 (stereo unspecified)	-28	3	101	33	0.9
56	Cc1ccc(NC(=O)c2cccs2)cc1NC(=O)c1ccco1	2	-15	99	-6	4.8
57	COCCOC1CCN(C(=O)C2CCC(=O)N(Cc3cccc(F)c3)C2)CC1 (stereo unspecified)	-26	-5	103	29	-1.5
58	O=c1cc(-c2cccs2)oc2ccc(Cl)cc12	-3	-5	92	9	-1.5
59	COC(=O)c1sccc1OCc1cccc(OC)c1	-6	-9	80	-6	0.5
60	O=C1N2CCSC2=NC1(NS(=O)(=O)c1ccccc1)C(F)(F)F (stereo unspecified)	-6	-3	105	6	-1.1
61	CCOC(=O)c1c(NC(=O)c2ccccc2N(C)S(=O)(=O)c2ccccc2)sc2c1CCCC2	-11	10	96	2	-0.1

no.	MEKK3 PB1 HTS	UBC9 SUMO inh	CRFBP-R2 block	GalR3 antag
49	99	12	1	-3
50	101	.	-22	-4
51	106	-1	7	3
52	96	15	25	-2
53	103	1	-1	-8
54	98	10	-9	-1
55	100	47	-12	-6
56	97	-3	-34	-7
57	103	-4	18	5
58	97	32	-22	-6
59	82	5	4	4
60	95	7	-4	-1
61	101	1	5	0

Assay outcomes: PubChem BioAssay, several laboratories
